Source: PubChem (several laboratories)
MC4R antagonist – antagonists of human melanocortin 4 receptor (MC4R); inhibition, % at 6.5 µM; actives 0.48% (n = 360,000); MC4R-expressing cells, MTII-stimulated cAMP, LANCE TR-FRET; P32245;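 active means inhibition above its plate's cutoff, the mean of tested wells on that plate plus 3 SD, cut at about 29% in these data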;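 further: 0% = Melanotan II alone and 100% = Melanotan II plus saturating MCL0020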
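System – human MC4R-expressing U2OS cells · Also added – Melanotan II · Dosing – one concentration, 6.5 µM nominal · Timing – 30-min compound, 1-h challenge, 1-h detection, room temperature · Measured by – Eu-cAMP/anti-cAMP TR-FRET, emission 671 nm · Replicates – singlicate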
TLR9-MyD88 block – TLR9-MyD88 interaction inhibition. Q9NR96+Q99836. CHO BLA complementation TLR9-MyD88, CCF4 FRET ratio. actives 0.21% (n = 340,000). inhibition, % at 4.98 µM;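 active means inhibition above the mean over all tested compounds plus 3 SD, cut at about 21% in these data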;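 further: 0% = DMSO only wells and 100% = clavulanate BLA inhibitor control wells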
MC4R ag barr – agonists of human melanocortin 4 receptor (MC4R) beta-arrestin. P32245. U2OS MC4R beta-arrestin complementation, luminescence; percent of melanotan II response, DMSO zero. activation, % at 8.9 µM. actives 0.98% (n = 360,000). AID 540308;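 active means activation above a per-plate cutoff, the mean activation of sample wells on that plate plus 3 SD, cut at about 8% in these data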
COUP-TFII inh – inhibitors of human COUP-TFII (NR2F2); inhibition, % at 8.6 µM; actives 0.7% (n = 370,000); P24468; HEK293T NGFI-A luciferase reporter, luminescence;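 active means inhibition above a per-plate cutoff, mean inhibition of test wells between control levels plus 3 SD, cut at about 38% in these data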;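 further: cells cotransfected with COUP-TFII expression vector driving the NGFI-A reporter; 0% = median of COUP-TF2 test wells and 100% = reporter-only cells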
NR5A2 inv ag – inverse agonists of human LRH-1 (NR5A2); O00482; HEK293T StAR-luciferase reporter, LRH-1 transfected, 24 h; inhibition, % at 3.6 µM; actives 0.13% (n = 360,000);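 active means inhibition above the mean inhibition of all tested compounds plus 3 SD, cut at about 73% in these data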;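 further: 0% = DMSO wells and 100% = reporter-only cells lacking LRH-1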
EBV LMP1 NFkB – Epstein-Barr LMP1 NF-kappaB reporter inhibition; LMP1-induced NF-kappaB luciferase reporter cells, luminescence; inhibition, % at 12.5 µM; actives 0.69% (n = 350,000); in the data active means inhibition above about 41%;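 further: 0% = neutral control wells and 100% = reference inhibitor control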
ABHD5 PLIN5 PPI – ABHD5-PLIN5 protein interaction inhibition | Q00G26+Q8WTS1 | Split G. princeps luciferase complementation, luminescence, 4 h | inhibition, % at 4 µM | actives 0.78% (n = 360,000) | AID 602281;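 active means inhibition above the mean inhibition across every tested compound plus 3 SD, cut at about 22% in these data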;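 further: 0% = DMSO only wells and the 100% control is not disclosed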
Target sequence (Q00G26 whole entry, looked up): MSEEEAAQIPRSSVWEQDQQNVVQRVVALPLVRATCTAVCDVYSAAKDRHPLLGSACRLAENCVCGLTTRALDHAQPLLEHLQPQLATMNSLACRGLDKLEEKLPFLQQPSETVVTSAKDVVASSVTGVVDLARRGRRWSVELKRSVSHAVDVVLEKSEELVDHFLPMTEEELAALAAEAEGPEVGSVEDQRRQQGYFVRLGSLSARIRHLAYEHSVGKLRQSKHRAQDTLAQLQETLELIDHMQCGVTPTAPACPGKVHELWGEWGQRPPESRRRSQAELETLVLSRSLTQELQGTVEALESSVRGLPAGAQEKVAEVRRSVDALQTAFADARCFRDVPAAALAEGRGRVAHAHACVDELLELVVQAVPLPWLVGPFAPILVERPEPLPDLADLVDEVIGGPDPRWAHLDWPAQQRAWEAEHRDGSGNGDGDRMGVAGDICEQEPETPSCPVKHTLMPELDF
Target sequence (Q8WTS1 whole entry, looked up): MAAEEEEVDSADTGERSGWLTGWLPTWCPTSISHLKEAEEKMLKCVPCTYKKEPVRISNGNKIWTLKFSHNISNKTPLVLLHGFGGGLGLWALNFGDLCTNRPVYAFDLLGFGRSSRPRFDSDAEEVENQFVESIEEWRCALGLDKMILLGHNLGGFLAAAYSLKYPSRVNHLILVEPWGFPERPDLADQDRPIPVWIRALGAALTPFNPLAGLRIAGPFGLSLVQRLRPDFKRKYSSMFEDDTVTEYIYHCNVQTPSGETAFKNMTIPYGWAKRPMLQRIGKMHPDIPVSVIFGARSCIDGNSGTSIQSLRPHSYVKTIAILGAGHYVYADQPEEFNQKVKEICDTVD
SRC1 inh – human NCOA1 inhibition; HEK293 GAL4-SRC1 luciferase reporter, luminescence; inhibition, % at 3.6 µM; actives 0.12% (n = 360,000); AID 588354;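 active means inhibition above the campaign mean plus 3 SD, with each screening campaign given its own cutoff, cut at about 60% in these data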;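 further: 0% = DMSO treated cells and 100% = gossypol at 36 µM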
SRC2 inh – inhibits human steroid receptor coactivator 2. inhibition, % at 9 µM. HEK293 GAL4-SRC2 luciferase reporter, luminescence. Q15596. actives 0.17% (n = 370,000);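 active means inhibition above the mean inhibition of all tested compounds plus 3 SD, set per campaign, cut at about 52% in these data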;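 further: 0% = DMSO treated cells and 100% = cells given Gossypol at 36 µM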
SRC3 inh – human NCOA3 inhibition; AID 588352; HEK293 GAL4-SRC3 luciferase reporter, luminescence; inhibition, % at 3.6 µM; Q9Y6Q9; actives 0.17% (n = 360,000);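 active means inhibition above a per-campaign cutoff, the mean of all compounds plus 3 SD, cut at about 60% in these data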;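 further: 0% = DMSO-treated cells and 100% = gossypol-treated cells at 36 µM; higher means less SRC3-driven luciferase light from the GAL4 reporter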
NOD2 RIPK2 PPI – inhibitors of human NOD2-RIPK2 interaction; inhibition, % at 4.98 µM; O43353; CHO BLA complementation NOD2-RIPK2, CCF4 ratio; actives 0.38% (n = 360,000); AID 624267; in the data active means inhibition above about 21%;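 further: 0% = vehicle only and 100% = reference blocker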
* marks the source's active call; other numbers are inactive results; / = no result given. A portion of the library. The share of hits here may be higher or lower than overall.

SMILES	MC4R antagonist	TLR9-MyD88 block	MC4R ag barr	COUP-TFII inh	NR5A2 inv ag	EBV LMP1 NFkB	ABHD5 PLIN5 PPI	SRC1 inh	SRC2 inh	SRC3 inh	NOD2 RIPK2 PPI
Cc1ccc(C(=O)N2CCC(C(=O)c3ccc(Cl)cc3)CC2)cc1	-2	-3	-1.9	14	6	1	2	-3	0	1	-4
CCCCCC(=O)c1ccc(O)cc1O	1	1	1.9	-11	-40	7	-12	-17	8	-11	-6
O=C(N/C(=C\c1cccnc1)C(=O)N1CCCCC1)c1cccc(Br)c1	6	-3	-1.0	9	-9	-4	1	5	-13	5	-5
Cc1cc2oc(=O)cc(CN(C)Cc3ccccc3F)c2cc1Cl	18	-2	3.5	-11	-18	-26	-7	-51	-12	-43	8
CSc1ccc(CN(C)CC(=O)Nc2cccc(Br)c2)cc1	0	-1	-1.4	11	15	-1	-4	8	12	16	-4
O=C(N1CCOCC1)N1CCCN(C(=O)N2CCOCC2)CC1	7	6	-1.1	3	2	1	2	-10	16	-20	3
CC(C)CC(N)c1csc(Nc2ccc(C(=O)c3ccccc3)cc2)n1 (configuration not stated)	11	/	3.0	-1	-16	/	11	13	-3	3	8
CC(C)c1cc(C(=O)Nc2cccc(C(F)(F)F)c2)no1	11	-5	5.8	-10	-28	-13	0	-15	-48	-9	9
COC1C=COC2(C)Oc3c(C)c(O)c4c(O)c(c(CN5CCN(C)CC5)c(O)c4c3C2=O)NC(=O)C(C)=CC=CC(C)C(O)C(C)C(O)C(C)C(OC(C)=O)C1C (configuration not stated)	-7	0	-0.3	-13	1	0	-20	-4	1	9	-1
CCn1c(C)nc2cc(OC)ccc21	4	-2	-3.7	6	4	-3	-1	-4	-15	9	0
CCOC1CCCc2oc(-c3ccc(N(C)C)cc3)c(C(=O)OC)c21 (configuration not stated)	/	/	/	1	-4	/	-14	/	-8	/	-3
CC(NC(=O)c1cccc(S(=O)(=O)N2CCc3ccccc3C2)c1)c1ccco1 (configuration not stated)	1	1	-1.4	3	-1	5	-3	-10	-6	-20	-4
COc1cc(C(c2c(C(=O)O)[nH]c3ccccc23)c2c(C(=O)O)[nH]c3ccccc23)ccc1OCc1ccccc1	5	1	-2.0	-9	-2	0	8	-33	-9	-9	9
Cc1ccc(NC(=O)CCN2C(=O)C3CCCCC3C2=O)cc1[N+](=O)[O-] (configuration not stated)	4	4	-2.4	11	-26	-9	-4	-13	3	-16	-6
COc1cc(CNc2ncn[nH]2)cc(Br)c1OC	3	-6	-2.0	0	7	7	1	-18	-10	1	-5
Cc1cccc(C)c1NC(=O)C(c1ccccc1)N1CCC1=O (configuration not stated)	-3	1	-0.2	8	11	10	3	11	-2	-3	-7
Cc1nc(C)n(C(C)CNC(=O)c2ccccc2)n1 (configuration not stated)	-7	2	-1.5	-7	1	-9	3	-10	-36	-7	-4
CCOC(=O)c1ccc(NC(=O)Cn2nnc(-c3ccccc3)n2)cc1	7	7	1.5	8	2	5	-4	1	3	10	6
COc1ccc(Cc2nnc(NC(=O)c3ccccc3[N+](=O)[O-])s2)cc1	-4	-7	1.7	13	-13	1	13	1	4	24	-14
O=C1Nc2ccccc2C1=Nc1ccccc1-c1ccccc1	-6	-1	-0.9	-4	-7	78*	-17	-12	-20	-21	0
CCCCn1nc(C(=O)NCc2ccccc2CN2CCCC2)c2ccccc2c1=O	-1	-4	-0.3	-3	-2	-10	3	6	19	9	-2
CCCCCCCCNS(=O)(=O)CCNC1CC1	0	-5	1.6	1	-18	2	-3	-4	-10	8	-9
CC(=O)N1c2ccc(S(=O)(=O)N3CCCC(C(=O)NCc4ccc(Cl)cc4)C3)cc2CC1C (configuration not stated)	11	-12	-1.6	0	2	10	4	5	12	3	-9
O=C(CSCc1c(F)cccc1Cl)NCc1ccncc1	1	-3	-1.5	7	-7	4	-7	9	-15	25	2
CCC(=O)N1CCc2cc(S(=O)(=O)CCC(=O)N3CCCC(C)C3)ccc21 (configuration not stated)	11	3	-0.1	17	11	0	0	10	-25	8	-16
COc1cccc2cc(C(=O)NCc3ccco3)c(=Nc3ccc(C(=O)O)cc3)oc12	-17	4	1.3	1	-52	0	4	-9	-56	-23	-1
COc1ccccc1C1CC(=O)Oc2cc(C)c(Cl)c(C)c21 (configuration not stated)	8	-1	-1.4	1	-16	0	-8	2	-1	0	-10
CCOc1ccccc1NC(=O)Cc1c(F)cccc1Cl	-2	1	-2.5	-14	-4	-20	0	-1	-10	13	-7
CC1(C(=O)NS(=O)(=O)Cc2ccccc2)CCN1C(=O)C1(c2ccc(Cl)cc2)CC1 (configuration not stated)	11	/	0.9	-1	1	/	-4	2	-2	-14	-3
Cc1ccnc(NS(=O)(=O)c2ccc(NC(=O)C34CC5CC(C)(CC(C)(C5)C3)C4)cc2)n1	-3	0	1.4	5	-20	4	5	7	-13	10	-2
COc1ccc(NC(=O)c2ccc(COCC(F)(F)C(F)F)cc2)cc1	9	-29	5.4	-3	-71	1	3	-37	-13	-15	-11
O=C(O)c1ccc(Sc2ccccn2)c([N+](=O)[O-])c1	2	/	0.6	14	8	11	1	11	6	22	-2
Cc1ccc(S(=O)(=O)N2C[C@H]3N(C(=O)OC(C)C)N(C(=O)OC(C)C)C[C@H](OC(=O)NCC4CCCCC4)[C@@]3(O)C2)cc1	8	-7	3.9	/	0	4	-4	-1	/	-5	-2
Cc1ccc(C(=O)N/C(=C\c2sccc2C)C(=O)NCc2ccco2)cc1	-1	0	3.6	2	11	4	7	3	-21	-4	-14
CC1CCCCC1NC(=O)CCC(=O)N1CCOc2ccc(Cl)cc21 (configuration not stated)	3	-3	-1.4	1	-4	-2	0	1	-2	-21	11
CCOc1ccc(N2CC(C(=O)OCC(=O)NCc3ccccc3)CC2=O)cc1 (configuration not stated)	24	-1	-1.9	2	7	-5	-2	-19	-2	-9	7
CCCC(=O)C1=C(N2CCCC2)CC(C)(C)C(C(=O)OC)C1=O (configuration not stated)	2	-1	-0.1	1	-7	-8	-10	-2	-7	17	-8
N=c1c2c(-c3ccccc3)c(-c3ccccc3)n(Cc3ccco3)c2ncn1CCN1CCOCC1	19	5	-0.2	4	1	-5	12	-13	-25	17	4
CN(C)CCCN(C(=O)c1cc(Cl)sc1Cl)c1nc2cc3c(cc2s1)OCO3	-16	-6	3.6	-1	14	-13	18	-17	5	3	1
COc1ccc(CC(=O)NNC(=S)NCC2CC2)cc1OC	1	-3	2.1	-10	-8	1	-6	16	0	19	-6

Three compounds out of the list above, arranged by the number in NOD2 RIPK2 PPI, lowest first.
SMILES	MC4R antagonist	TLR9-MyD88 block	MC4R ag barr	COUP-TFII inh	NR5A2 inv ag	EBV LMP1 NFkB	ABHD5 PLIN5 PPI	SRC1 inh	SRC2 inh	SRC3 inh	NOD2 RIPK2 PPI
CCC(=O)N1CCc2cc(S(=O)(=O)CCC(=O)N3CCCC(C)C3)ccc21 (configuration not stated)	11	3	-0.1	17	11	0	0	10	-25	8	-16
O=C(CSCc1c(F)cccc1Cl)NCc1ccncc1	1	-3	-1.5	7	-7	4	-7	9	-15	25	2
CC1CCCCC1NC(=O)CCC(=O)N1CCOc2ccc(Cl)cc21 (configuration not stated)	3	-3	-1.4	1	-4	-2	0	1	-2	-21	11

Carrying on.
SMILES	MC4R antagonist	TLR9-MyD88 block	MC4R ag barr	COUP-TFII inh	NR5A2 inv ag	EBV LMP1 NFkB	ABHD5 PLIN5 PPI	SRC1 inh	SRC2 inh	SRC3 inh	NOD2 RIPK2 PPI
S=c1sscc1-c1ccccc1	-6	10	-1.9	1	11	-3	-10	-14	-48	-3	-11
CCc1nc(SCC(=O)Nc2ccc(F)cc2)c2c(=O)n(C)c(=O)n(C)c2n1	2	-4	-2.2	-10	14	5	-1	7	-4	3	-3
O=C(c1ccc(C#CC2(O)CCCCC2)cc1)N1CCOCC1	13	4	-1.2	3	-7	3	1	-29	-9	6	-2
Cc1nn(CCN)c(C)c1Cl	-1	0	0.5	1	-1	5	2	-1	12	5	-11
COC(=O)c1ccc(CN(c2ccc(C)cc2)S(=O)(=O)c2ccc3c(c2)OCCO3)o1	7	-7	-0.8	9	4	-11	1	0	3	-12	-7
NS(=O)(=O)c1cc(C(=O)Nc2ccc3c(c2)OCCCO3)ccc1Cl	8	-15	2.7	5	-38	-12	4	-32	-14	-109	1
CCn1nc(C)cc1C(=O)N(C)C1CCCN(Cc2ccccc2F)C1 (configuration not stated)	6	-1	-2.3	-17	7	-6	-8	-10	-17	-39	2
CC(C)C(=O)Nc1cccc(-c2cnc3ccccc3n2)c1	-5	1	-1.4	-29	-58	-30	3	-53	-33	-26	-8
COc1ccc(C)cc1NC(=O)CCCN1C(=O)C(c2ccccc2)Oc2cccnc21 (configuration not stated)	1	-2	-1.2	12	-8	-3	4	-39	3	5	-9
Clc1ccc(-c2ccccc2)cn1	-2	2	-0.9	-4	13	-2	3	-7	-28	8	1
CCn1c(COc2ccccc2C)nnc1SCC(=O)Nc1ccc2c(c1)OCCO2	0	-2	-1.2	14	9	-2	0	-27	-12	-5	7
COc1cccc(CC(NC(C)=O)C(=O)NC2CCN(c3c(Cc4ccccc4)c(C)nc4ncnn34)CC2)c1 (configuration not stated)	3	4	-2.5	-11	9	1	-4	-1	5	13	-2
CC(C)(C)C1CCC(=NNC(=O)c2ccccc2-n2cccc2)CC1 (configuration not stated)	-6	0	-0.5	-22	16	-1	-8	-3	-11	3	-4
O=C(CN=C1NS(=O)(=O)c2ccccc21)OCC(=O)c1cc(F)ccc1F	3	3	-4.9	-9	9	-3	3	-13	11	-12	2
COc1ccccc1C(=O)COC(=O)/C(=C/c1ccccc1)NC(C)=O	-1	1	-2.8	-14	9	2	6	1	-9	10	-2
CC(C)CC(Nc1ncnc2scc(-c3ccccc3)c12)C(=O)O (configuration not stated)	3	3	0.0	10	-11	-8	3	7	-24	6	0
CCOC(=O)c1c(NC(=O)C2CC2)sc2c1CC(C)(C)OC2	9	-3	-2.4	-3	12	5	5	9	16	15	-3
COc1ccc2c(COC(=O)[C@@H]3CCCN3S(=O)(=O)c3ccc(Cl)cc3)cc(=O)oc2c1	27	4	-0.9	-8	0	1	4	-17	-4	-15	-3
CC(=O)Nc1ccc(C(=O)OCC(=O)c2cccc([N+](=O)[O-])c2)cc1	-2	16	-2.2	-3	0	-6	1	-8	-19	13	-4
CCN(CC)C(=S)Nc1c(C)n(C)n(-c2ccccc2)c1=O	15	-1	0.3	11	-4	-3	-2	1	-6	2	2
NC(=O)CC(NC(=O)Cc1ccc(Cl)cc1)c1ccc(NCc2ccccc2)c([N+](=O)[O-])c1 (configuration not stated)	9	9	-1.8	4	-1	8	4	-5	-2	-5	3
O=C(CCC(=O)c1cccs1)Nc1ccc(N2CCCCC2)cc1	1	5	2.4	-27	-37	1	11	-22	-11	-3	1
